Source: PubChem
phage Ecoli inh = E. coli growth loss with phage present. growth absorbance. inhibition, % at 11.9 µM. actives 0.26% (n = 360,000). AID 651602; in the data active = inhibition above about 11%
MOR-DOR ag = agonists of human mu-delta opioid receptor heterodimerization; P35372+P41143; cells, OPRM1-OPRD1 heterodimerization, luminescence; activation, % at 9.3 µM; actives 0.3% (n = 340,000); AID 504326; in the data active = activation above about 18%;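 also: 0% = vehicle-treated cells and 100% = reference agonist; values of inactives mirror those of a sister screen read the other way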
Target sequence (P35372 whole entry, looked up): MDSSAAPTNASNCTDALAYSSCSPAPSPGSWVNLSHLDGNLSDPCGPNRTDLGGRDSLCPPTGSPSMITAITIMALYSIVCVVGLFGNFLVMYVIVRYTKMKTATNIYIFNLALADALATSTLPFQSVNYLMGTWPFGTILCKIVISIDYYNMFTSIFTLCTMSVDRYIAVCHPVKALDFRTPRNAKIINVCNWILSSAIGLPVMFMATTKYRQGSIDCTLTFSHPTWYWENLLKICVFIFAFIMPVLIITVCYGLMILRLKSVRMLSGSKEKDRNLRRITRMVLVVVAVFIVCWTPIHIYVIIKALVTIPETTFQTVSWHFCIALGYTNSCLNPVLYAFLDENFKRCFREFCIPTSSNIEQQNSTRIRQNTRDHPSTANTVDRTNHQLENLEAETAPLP
Target sequence (P41143 whole entry, looked up): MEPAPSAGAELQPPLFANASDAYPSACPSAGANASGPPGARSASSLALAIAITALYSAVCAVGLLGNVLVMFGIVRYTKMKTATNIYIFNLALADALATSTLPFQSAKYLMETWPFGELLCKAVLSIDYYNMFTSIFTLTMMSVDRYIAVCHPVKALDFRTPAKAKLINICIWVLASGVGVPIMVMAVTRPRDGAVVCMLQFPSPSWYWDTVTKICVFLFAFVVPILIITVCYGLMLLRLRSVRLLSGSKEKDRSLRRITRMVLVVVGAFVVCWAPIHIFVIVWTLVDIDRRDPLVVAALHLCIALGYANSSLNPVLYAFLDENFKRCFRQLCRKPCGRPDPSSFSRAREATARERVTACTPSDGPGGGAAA
PfHsp90 yeast 2 = growth inhibition of yeast expressing Plasmodium Hsp90; S. cerevisiae expressing PfHsp90, BacTiter-Glo ATP, 48 h; yeast lacking PDR1 and PDR3 efflux regulators; inhibition, % at 9.4 µM; actives 0.32% (n = 310,000);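 active = every replicate shows inhibition above about 80%, whatever the replicate mean, limit read from the data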;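 also: 0% = DMSO neutral controls and 100% = 20 µM radicicol positive controls; yeast relying on Plasmodium falciparum Hsp90 in place of its own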
HTR5A inv ag = HTR5A inverse agonism, opioid heterodimer counter-screen | P47898 | HTR5A cell line, luminescence | inhibition, % at 9.3 µM | actives 0.083% (n = 340,000) | AID 504634; in the data active = inhibition mostly above about 23%, no sharp cut-off; inactive = mostly below about 18%;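 also: 0% = cells with DMSO and 100% = no-cell wells with DMSO; some compounds called inactive have numbers as strong as hits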
HTR5A ag ctr = HTR5A agonism, opioid heterodimer counter-screen. P47898. HTR5A agonist assay, luminescence, cell-based. activation, % at 9.3 µM. actives 0.61% (n = 340,000). AID 504692; in the data active = activation mostly above about 9.5%, no sharp cut-off; inactive = mostly below about 7.6%;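 also: 0% = cells with vehicle only and 100% = reference agonist; strong numbers were not always called active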
Ecoli viability = reduces bacterial viability in AddAB counter-screen; E. coli V3065 growth, OD600 absorbance, 18 h; inhibition, % at 11.9 µM; actives 0.27% (n = 330,000);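 active = inhibition above the campaign's mean inhibition across all tested compounds plus 3 SD, cut at about 9.9% in these data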;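 also: uninfected addAB+ strain grown without phage in ampicillin broth; 0% = DMSO wells and 100% = ciprofloxacin 0.95 µg/ml wells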
PKA-R1A activ = activators of PKA-R1A complex | P00514+P68181 | PKA-R1A dissociation, Cy5-IP20 fluorescence polarization; scaled: DMSO 0%, 113 µM cGMP 100% | activation, % at 11.4 µM | actives 0.083% (n = 340,000) | AID 504707;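 active = percent activation above the mean of all tested compounds plus 3 SD, cut at about 19% in these data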;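 also: higher means more PKAc released from R1A so a rise in polarization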
SUMO Mot1 rescue = blocks SUMOylation pathway, rescuing yeast Mot1-301 growth. actives 1% (n = 320,000). S. cerevisiae Mot1-301 growth rescue, ATP luminescence, 38.5C; percent above DMSO median, 100 means doubled. growth rescue, % at 18.8 µM;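 active = every valid replicate shows activation above 250% relative to neutral control wells; inactive = the rest, any valid replicate at or below 250%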;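 also: OY570 slx delta 5 strain wells were the positive control but not used for scaling; some compounds called inactive have numbers as strong as hits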
DSG3 Ab inh = inhibitors of pemphigus antibody binding to human desmoglein-3; P32926; actives 0.48% (n = 310,000); binding (percent of control), % at 10 µM; DSG3-coupled beads, scFv-anti-DSG3-GFP binding, flow cytometry; stronger effect = lower value;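 active = binding more than 3 SD below its plate's average and above zero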;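 also: hits lower antibody fragment binding to DSG3; some compounds called inactive have numbers as strong as hits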
AddAB inh = less growth of phage-infected E. coli with AddAB | E. coli expressing H. pylori AddAB, absorbance growth | inhibition, % at 11.9 µM | actives 0.29% (n = 330,000) | AID 435030; in the data active = inhibition above about 12%;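 also: 0% = vehicle wells of infected cells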
MOR-DOR inv ag = inverse agonist of human OPRM1-OPRD1 heterodimerization | cell-based MOR-DOR heterodimer luminescence, inverse agonism | inhibition, % at 9.3 µM | actives 0.21% (n = 340,000); in the data active = inhibition above about 22%, passing the limit was not always enough;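 also: 0% = cells with DMSO and 100% = wells without cells with DMSO; values of inactives mirror those of a sister screen read the other way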
* = called active by the depositor; x = not tested or not shown.

canonical_smiles	PKA-R1A activ	HTR5A ag ctr	AddAB inh	MOR-DOR ag	MOR-DOR inv ag	DSG3 Ab inh	PfHsp90 yeast 2	HTR5A inv ag	Ecoli viability	SUMO Mot1 rescue	phage Ecoli inh
Cc1ccc(CNC(=O)C(=O)NCC2OCCN2S(=O)(=O)c2ccc(Br)cc2)cc1 (stereo unspecified)	-11	-2	1.3	-1.5	8	101	4	5	2.6	6	1.2
CCOc1cccc(NC(=O)/C(C#N)=C\c2cn(CC(=O)O)c3ccccc23)c1	-7	2	5.7	-0.2	1	113	-27	-6	4.8	11	-0.2
Cc1csc(N(C(=O)Cc2ccccc2F)c2ccccc2)n1	4	1	0.5	1.4	-9	100	-62	-1	-0.7	16	1.4
CC(C)C(c1nnnn1CC1CCCO1)N1CCN(Cc2ccc3c(c2)OCO3)CC1 (stereo unspecified)	8	2	2.6	-0.6	2	92	-9	3	-0.1	-37	2.8
COc1ccc(-c2cc(C(=O)NCC(C)C)no2)cc1	-2	4	0.2	-1.1	6	98	16	-39	1.4	x	-0.1
O=C(Cc1ccccc1[N+](=O)[O-])Nc1ccccc1C(=O)N1CCOCC1	-10	8	0.4	-1.5	8	98	12	15	-2.0	-18	2.1
Cc1ccc(-c2nnc(Cc3ccc(Cl)cc3)o2)cc1	-8	7	1.0	4.7	-28	104	1	-21	-0.9	53	1.9
CCC(C)NC(=O)C1CCC(CNS(=O)(=O)c2ccccc2)CC1 (stereo unspecified)	-5	0	-3.4	-0.4	2	90	30	1	-0.3	306	-0.2
Cc1ccc(C(=O)N2CCN(c3cc4c(cc3[N+](=O)[O-])n(C)c(=O)n4C)CC2)cc1	-11	-4	1.3	0.1	0	98	21	10	-2.7	11	0.8
Cn1c(OCc2cccnc2)nc2c1c(=O)n(Cc1ccc(F)cc1)c(=O)n2C	4	2	3.0	-1.1	6	x	-11	14	0.5	11	2.2
Cc1cc(C)cc(OCC(=O)N2CCCCCC2)c1	-1	1	0.8	-1.8	10	99	13	-13	-1.0	15	0.9
Cc1ccc(N2CCN(S(=O)(=O)N(C)C)CC2)cc1C	-4	-4	4.1	-1.4	8	98	9	10	-0.3	-7	4.6

The results go on:
canonical_smiles	PKA-R1A activ	HTR5A ag ctr	AddAB inh	MOR-DOR ag	MOR-DOR inv ag	DSG3 Ab inh	PfHsp90 yeast 2	HTR5A inv ag	Ecoli viability	SUMO Mot1 rescue	phage Ecoli inh
CC(NCC(=O)Nc1ccccc1C(=O)NC1CC1)c1ccccc1Cl (stereo unspecified)	3	2	-1.9	0.2	-1	108	x	24	-1.4	-6	3.0
CC1CCC2(CC1)NC(=O)N(CC(=O)Nc1ccc3c(c1)OCCO3)C2=O (stereo unspecified)	4	3	-1.5	-3.5	17	103	5	-27	-4.6	-8	4.4
O=C(CNC(=S)N(CCCN1CCOCC1)Cc1cccs1)NC1CCCCCCC1	-11	0	1.4	-2.6	14	116	3	-2	-0.6	25	-0.6
Cc1nc(N)ncc1C(=O)Nc1ccccc1	0	0	-0.5	-1.3	6	102	1	-1	0.1	3	0.3
CC(=O)c1cnc2c(-c3cccc(Br)c3)cnn2c1C	-6	-1	3.2	-0.6	3	101	-18	5	0.7	35	1.8
CCCCn1c(N)c(N(CC(C)C)C(=O)c2cc(S(=O)(=O)N3CCCCC3)ccc2C)c(=O)[nH]c1=O	-7	1	0.5	-0.4	3	98	20	-8	0.2	4	3.3
COc1ccccc1C(=O)NC(CCSC)C(=O)N1CCC(Cc2ccccc2)CC1 (stereo unspecified)	-8	-4	0.3	-0.9	5	99	-13	11	2.1	4	2.6
O=C(O)CCC(=O)N1CCN(S(=O)(=O)c2ccc3ccccc3c2)CC1	-6	-3	4.7	-1.9	10	112	-28	7	0.4	15	1.4
COc1ccc(C(c2nnnn2C2CCCC2)N2CCC(C)CC2)cc1 (stereo unspecified)	0	4	1.4	1.4	-6	x	0	-1	-1.7	-19	1.9
O=C(Nc1ccccc1)c1cc(S(=O)(=O)N2CCOCC2)cs1	-3	-3	1.7	-2.1	12	101	12	18	0.1	-6	2.8
CCc1ccc(NC(=S)Nc2ccc3cn[nH]c3c2)cc1	2	7	-0.2	-0.5	3	98	-12	-18	0.1	1	0.6
COCCN(C(=O)CCc1ccc(OC)cc1)c1nnc(-c2ccncc2)s1	-8	4	2.5	-0.9	4	112	x	-10	1.6	x	0.5

(list continues)
canonical_smiles	PKA-R1A activ	HTR5A ag ctr	AddAB inh	MOR-DOR ag	MOR-DOR inv ag	DSG3 Ab inh	PfHsp90 yeast 2	HTR5A inv ag	Ecoli viability	SUMO Mot1 rescue	phage Ecoli inh
CCOC(=O)C1=C(C)N=c2s/c(=C\c3ccc(OCC(=O)O)c(OC)c3)c(=O)n2C1c1ccc(OC)cc1 (stereo unspecified)	3	2	-0.7	-1.6	7	105	0	-9	-5.2	-5	0.0
COc1ccc(C(=O)N2CCCC(c3nc(-c4ccc(C)o4)no3)C2)cc1OC (stereo unspecified)	-3	3	-0.6	0.4	-3	116	18	-8	-0.3	-2	2.0
CC1CC(C)CN(S(=O)(=O)c2ccc(Oc3ccc([N+](=O)[O-])cc3)cc2)C1 (stereo unspecified)	-1	-3	6.0	-2.7	13	90	-25	-36	-0.6	2	3.3
CC(=O)c1ccc(N2CCN(C(=S)Nc3cc(C)ccc3C)CC2)cc1	-1	-2	-0.2	-0.3	1	109	9	4	-0.6	155	3.0
COc1cc(CN2CCCC(C(=O)c3ccc(C(C)(C)C)cc3)C2)cc(OC)c1O (stereo unspecified)	-2	1	4.7	1.6	-8	97	6	-4	1.0	5	-0.9
O=C(NCc1cccc(OC(F)(F)F)c1)c1cccc2c1C(=O)c1ccc(-c3ccc(F)cc3OCc3ccccc3)cc1S2(=O)=O	-11	4	0.6	-2.2	12	96	x	-26	-2.0	-7	1.1
Cc1ccc(NC(=O)/C(Cl)=C/c2ccccc2)cc1C	-9	-1	0.5	5.0	-28	101	-14	4	-0.2	17	3.7
O=C(COC(=O)/C=C/c1cccc(F)c1)NC1CCCCCC1	6	2	-1.6	1.3	-6	126	8	-9	-2.7	-12	2.4
CCNC(=O)N(CCOC)CC1CCCN(C2Cc3ccccc3C2)C1 (stereo unspecified)	-5	4	0.2	0.0	0	106	19	10	0.6	-18	1.2
Cc1nc2ccccc2c(=O)n1NC(=O)c1ccc([N+](=O)[O-])cc1	-7	3	-1.0	-0.1	1	102	3	-7	-3.7	-3	0.5
CCOc1ccc(-c2cc(CCCC(=O)NCc3ccco3)no2)cc1	-2	0	-2.4	-1.1	7	109	-10	-6	1.0	9	2.2
COc1ccc(C2C(CC(=O)O)=C(O)C(=O)N2c2ccccc2)cc1 (stereo unspecified)	-7	1	-0.1	-1.2	7	100	-4	-3	1.1	-13	0.9

(list continues)
canonical_smiles	PKA-R1A activ	HTR5A ag ctr	AddAB inh	MOR-DOR ag	MOR-DOR inv ag	DSG3 Ab inh	PfHsp90 yeast 2	HTR5A inv ag	Ecoli viability	SUMO Mot1 rescue	phage Ecoli inh
COc1cc(NC(=O)c2cccs2)c(C(=O)OCC(=O)c2cc(C)n(-c3ccccc3)c2C)cc1OC	-26	2	3.5	-2.2	11	97	-15	-6	1.2	7	5.2
O=C(Cc1csc(NC(=O)c2ccccc2)n1)NO	-1	5	3.0	-1.3	7	99	-4	-15	2.1	-12	4.1
Nc1cc(Cl)ccc1C(=O)OCC(=O)NCc1cccs1	-18	3	1.5	0.4	-2	106	25	-8	2.6	7	2.8
Cc1ccccc1-c1nnc(SCC(=O)N(C)c2c(N)n(Cc3ccccc3)c(=O)[nH]c2=O)n1C	-2	-1	3.4	0.6	-4	100	2	-25	-1.5	-6	3.5
O=C(c1ccc(Cl)cc1)N1CCN(c2cccc3[nH]ccc23)CC1	-7	5	1.9	-0.8	4	112	8	-7	2.5	-1	0.1
O=C(COC(=O)Cc1ccccc1F)Nc1ccc2c(c1)OCO2	1	1	2.4	-2.8	13	93	-2	-3	-2.7	-18	1.3
COc1cccc(CNC(=O)Cn2nc(-c3ccc(Cl)cc3)ccc2=O)c1	2	2	1.6	-1.6	9	102	10	-15	-1.7	-9	1.4
Cc1cccn2c(CNCCCOc3cccnc3)c(C(=O)N3CCOCC3)nc12	5	4	4.5	-0.9	5	101	2	-11	-0.6	-3	3.6
CC(C)CC(=O)CC1(O)C(=O)Nc2ccccc21 (stereo unspecified)	6	6	1.4	-3.3	17	98	0	-27	2.4	2	2.6
CCCCN(CC)C(=S)Nc1ccc2nc3n(c(=O)c2c1)CCCCC3	-15	-1	-1.4	-1.9	10	106	x	13	-0.9	-1	2.4
CCc1ccc(/C=N/NC(=O)c2cc(C3CC3)nc3ccccc23)s1	-3	-3	-2.7	-2.5	13	99	-29	-12	-0.6	237	0.9
Cc1cc(C)n2c(SCc3ccc(C#N)cc3)nnc2n1	7	7	1.4	-0.3	2	102	-3	1	-1.3	-17	3.4

Next section.
canonical_smiles	PKA-R1A activ	HTR5A ag ctr	AddAB inh	MOR-DOR ag	MOR-DOR inv ag	DSG3 Ab inh	PfHsp90 yeast 2	HTR5A inv ag	Ecoli viability	SUMO Mot1 rescue	phage Ecoli inh
NC(=O)CSc1nnc(C2CC2)n1Cc1ccccc1	7	3	1.4	-1.3	8	106	14	-10	0.0	-13	2.7
O=C1CCCN1c1ccc(S(=O)(=O)NCc2ccc(F)cc2)cc1	-2	6	1.9	-2.1	11	102	-18	8	0.2	10	-0.2
CCN(CC(=O)Nc1ccc(NC(C)=O)cc1)C(=O)CN1C(=O)NC(C)(c2ccc3ccccc3c2)C1=O (stereo unspecified)	1	-3	x	-0.2	1	x	11	8	x	x	4.8
COc1cccc(/C=C2\SC(=S)N(CCCC(=O)Nc3ccc(C(=O)O)cc3)C2=O)c1	-10	-3	3.4	-2.2	12	114	-10	7	1.4	-6	-0.3
COC(=O)CSC(=S)N1C(C)CCCC1C (stereo unspecified)	-3	7	1.4	-1.8	9	92	-36	-9	4.7	59	2.7
Cc1ccccc1OCC(=O)Nc1ccc2c(c1)C(=O)c1ccccc1C2=O	-7	2	2.1	2.1	-15	93	-7	-5	-2.7	-2	3.1
CCOC(=O)C1CCCN(C(=O)c2cccc(S(=O)(=O)N(C)c3ccc(OC)cc3)c2)C1 (stereo unspecified)	-5	-2	x	-1.4	9	100	x	6	x	x	5.7
O=C(c1cc(Cl)nc2ccccc12)N1CCN(S(=O)(=O)c2ccccc2[N+](=O)[O-])CC1	-1	-5	0.3	-1.3	8	115	-4	17	-0.7	-4	3.6
COc1ccc(N2CC(NC(=O)NC(C)(C)C)CC2=O)cc1 (stereo unspecified)	5	5	1.1	-2.4	12	103	7	7	1.6	-2	2.1
O=[N+]([O-])c1ccc(SNc2ccccc2)c([N+](=O)[O-])c1	5	4	x	20*	-102	97	24	-15	x	x	3.0
CN(C)/C(=N\S(=O)(=O)c1ccccc1)c1ccccc1	6	5	2.0	-0.4	2	106	-1	-13	0.9	29	2.2
CC(CC(=O)N1CCN(c2ccccc2)CC1)S(=O)(=O)c1ccc2c(c1)NC(=O)CS2 (stereo unspecified)	5	5	2.0	-0.8	4	102	4	-2	-0.2	204	2.6
COc1ccc(/C=C2\S/C(=N/S(=O)(=O)c3cccs3)NC2=O)cc1	-6	0	-1.4	-2.1	10	x	-2	-9	-1.5	19	-1.8
